# U2OS ROS induce: cancer cell ROS induction; U2OS ROS induction, H2DCF-DA fluorescence; ROS induction (% of piperlongumine), % at 10 µM; actives 2% (n = 46,000); AID 624156; in the data active means ROS induction above about 79%, passing the limit was not always enough; inconclusive means no clear call, values can overlap the other calls;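 further: 0% = DMSO vehicle median and 100% = reference compound median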
# * hit, by the source's call; u = inconclusive. This is a subset; count on the stated rates, not on these rows.
SMILES,U2OS ROS induce
C[C@@H]1CN([C@H](C)CO)C(=O)c2cccc(NC(=O)C3CC3)c2O[C@@H]1CN(C)C(=O)Nc1ccc(F)cc1,1
C=C1C[C@@]23C[C@H]4C5[C@@]6(C)CC(=O)C[C@]57C(C2C(O)[C@H]1C(O)C37)N4C6 (stereo partly specified),-6
CC(C)(C)[C@H]1COC(CC2=N[C@@H](C(C)(C)C)CO2)=N1,0
COc1ccc(NC(=O)Nc2ccc3c(c2)C(=O)N([C@@H](C)CO)C[C@H](C)[C@H](CN(C)C(=O)Nc2cccc4ccccc24)O3)cc1,-5
C[C@H]1CN([C@@H](C)CO)C(=O)c2cc(NC(=O)CCN3CCOCC3)ccc2O[C@H]1CN(C)Cc1ccccc1,22
C[C@H](CO)N1C[C@H](C)[C@H](CN(C)C(=O)Nc2cccc3ccccc23)Oc2c(NS(=O)(=O)c3cccs3)cccc2C1=O,-12
Cc1ccc(S(=O)(=O)N(C)CC(=O)Nc2cccc3c2CCCC3)cc1,-10
COc1ccc(NC(=O)Nc2ccc3c(c2)CC(=O)N([C@@H](C)CO)C[C@H](C)[C@@H](CN(C)C(=O)NC2CCCCC2)O3)cc1,-10
C[C@@H]1CN([C@@H](C)CO)C(=O)Cc2cc(NS(C)(=O)=O)ccc2O[C@@H]1CN(C)Cc1ccccc1,3
COc1ccc(Nc2nc(N)nc(CSc3nc(C)cc(C)n3)n2)cc1,-4
CCOC(=O)C(C)n1cnc2c(nnn2Cc2ccc(C)cc2)c1=O (stereo unspecified),1
Cc1noc(C)c1NC(=O)Nc1ccc2c(c1)C(=O)N([C@H](C)CO)C[C@H](C)[C@@H](CN(C)C(=O)NC1CCCCC1)OCCCC[C@@H](C)O2,-7
CC(C)n1cc(-c2nc(C(=O)NN)cs2)c(=O)n(Cc2ccccc2)c1=O,7
CCCn1nnc(NC(=O)C(C)Oc2ccc(Cl)cc2Cl)n1 (stereo unspecified),-4
Cc1ccc(S(=O)(=O)Nc2cccc3c2O[C@@H](CN(C)S(=O)(=O)c2ccccc2)[C@@H](C)CN([C@H](C)CO)C3=O)cc1,6
CNC(=O)COc1ccc(NC(=O)CCn2nc(-c3ccc(Cl)cc3)c3ccccc3c2=O)cc1,32
C[C@H]1CN([C@@H](C)CO)C(=O)c2cc(NC(=O)CCC(F)(F)F)ccc2O[C@H]1CN(C)S(C)(=O)=O,-3
COc1ccc(S(=O)(=O)Nc2ccc3c(c2)CC(=O)N([C@@H](C)CO)C[C@H](C)[C@@H](CN(C)S(=O)(=O)c2c(C)noc2C)O3)cc1,-4
C#C[C@]1(O)CC[C@H]2[C@@H]3CCC4=CC(=O)CC[C@@H]4[C@H]3CC[C@@]21C,-7
O=C1c2cccc3cccc(c23)C(=O)N1CCc1cnc[nH]1,-4
C=CCNC(=O)c1c(NC(=O)C2COc3ccccc3O2)sc2c1CCCC2 (stereo unspecified),-8
CNC[C@H]1OCc2cn(nn2)CCCC(=O)N([C@@H](C)CO)C[C@H]1C,0
S=C(NCC1CC1)Nc1ccc2[nH]ccc2c1,25
C[C@@H]1CN([C@H](C)CO)C(=O)c2cccc(NC(=O)Nc3ccc(C(F)(F)F)cc3)c2O[C@@H]1CN(C)C(=O)NC1CCCCC1,38
Cc1noc(C)c1S(=O)(=O)Nc1ccc2c(c1)CC(=O)N([C@@H](C)CO)C[C@@H](C)[C@@H](CN(C)C(=O)Nc1ccc(C(F)(F)F)cc1)O2,10

# 3 entries from above, tab-delimited.
SMILES	U2OS ROS induce
CCOC(=O)C(C)n1cnc2c(nnn2Cc2ccc(C)cc2)c1=O (stereo unspecified)	1
Cc1noc(C)c1NC(=O)Nc1ccc2c(c1)C(=O)N([C@H](C)CO)C[C@H](C)[C@@H](CN(C)C(=O)NC1CCCCC1)OCCCC[C@@H](C)O2	-7
CC(C)n1cc(-c2nc(C(=O)NN)cs2)c(=O)n(Cc2ccccc2)c1=O	7

# Other entries follow.
SMILES,U2OS ROS induce
COc1ccccc1N(CC(O)CN1CCOCC1)S(=O)(=O)c1ccc(C)cc1 (stereo unspecified),-7
COc1cc(C(=O)Nc2c(C(=O)c3ccccc3)oc3ccccc23)cc(OC)c1OC,10
CC(C)NC(=O)Nc1cccc2c1O[C@@H](CN(C)Cc1ccc(-c3ccccc3)cc1)[C@@H](C)CN([C@@H](C)CO)C2=O,10
Cc1ccc(S(=O)(=O)N(C)C[C@H]2Oc3ccc(NC(=O)c4ccncc4)cc3C(=O)N([C@H](C)CO)C[C@@H]2C)cc1,-11
COc1ccc(S(=O)(=O)N(C)C[C@@H]2Oc3ccc(NC(=O)NC(C)C)cc3C(=O)N([C@H](C)CO)C[C@@H]2C)cc1,12
COc1ccc(S(=O)(=O)N(C)C[C@H]2OCc3cnnn3CCCC(=O)N([C@H](C)CO)C[C@H]2C)cc1,-6
CCCCn1c(CCCNC(=O)C(C)C)nc2ccccc21,-2
COc1ccc(NC(=O)Nc2ccc3c(c2)CC(=O)N([C@H](C)CO)C[C@H](C)[C@H](CN(C)Cc2ccccc2)O3)cc1,16
CCN(CC)S(=O)(=O)c1cccc(C(=O)O)c1,-5
CS(=O)(=O)N(CC(=O)Nc1ccccc1)Cc1ccc(Cl)cc1,-15
C[C@H]1CN([C@@H](C)CO)C(=O)c2cc(NC(=O)Nc3ccc(C(F)(F)F)cc3)ccc2O[C@@H]1CN(C)Cc1ccc(C(=O)Nc2ccccc2N)cc1,12
COc1ccc(-c2cc(C(F)(F)F)nc(SCC(=O)N(C)c3ccccc3)n2)cc1OC,62
C[C@@H]1CN([C@H](C)CO)C(=O)c2cccc(NC(=O)C3CCOCC3)c2O[C@@H]1CN(C)Cc1ccc(C(=O)Nc2ccccc2N)cc1,-3
COc1ccc(C(=O)NCCn2cc(SCC(=O)Nc3ccccc3)c3ccccc32)cc1,9
Cc1cc(N(CC(=O)NC2CCCCCC2)S(C)(=O)=O)ccc1Br,-6
C[C@@H]1CN([C@@H](C)CO)C(=O)c2cccc(NC(=O)C3CCCCC3)c2O[C@H]1CN(C)Cc1ccc(Oc2ccccc2)cc1,u
COc1ccc(S(=O)(=O)Nc2ccc3c(c2)C(=O)N([C@@H](C)CO)C[C@H](C)[C@H](CN(C)C(=O)NC2CCCCC2)O3)cc1,-6
C[C@H]1CN([C@@H](C)CO)C(=O)c2cccc(NC(=O)CCCCCC(=O)Nc3ccccc3N)c2O[C@H]1CN(C)Cc1ccc(C(F)(F)F)cc1,41
Cc1cc(NC(=O)CSc2nnc(-c3ccccc3)n2-c2ccc(F)cc2)ccc1Br,-12
CCOC(=O)c1ccccc1NC(=O)C12CC3CC(CC(C3)C1)C2,19
CNC[C@H]1Oc2ccc(NS(C)(=O)=O)cc2C(=O)N([C@@H](C)CO)C[C@@H]1C,8
S=c1nc(-c2ccco2)n(Cc2ccccc2)c(=S)n1C(=NCc1ccccc1)c1ccco1,-8
COc1ccc(C)cc1S(=O)(=O)N(C)CC(=O)Nc1cccc([N+](=O)[O-])c1,3
COc1ccc(-c2cnc3c(-c4ccsc4)cnn3c2)cc1,-11
C=C(C)C(=O)Nc1ccc(Oc2ccccc2F)nc1,-14
# Additional structures
SMILES,U2OS ROS induce
O=C(Nc1ccc(S(=O)(=O)Nc2ccccn2)cc1)c1cc2ccccc2oc1=O,-13
COc1ccc(NC(=O)Nc2cccc3c2O[C@H](CN(C)CC2CCCCC2)[C@@H](C)CN([C@@H](C)CO)C3=O)cc1,12
CC(C)NC(=O)N(C)C[C@@H]1Oc2ccc(NC(=O)Cn3cnnn3)cc2CC(=O)N([C@@H](C)CO)C[C@@H]1C,-2
C[C@H](CO)N1C[C@H](C)[C@H](CN(C)C(=O)Nc2ccc3c(c2)OCO3)Oc2ccc(NC(=O)Cc3ccccc3)cc2C1=O,-5
Cc1[nH]n(-c2ccccc2)c(=O)c1C=Nc1ccc(S(=O)(=O)N=C(N)N)cc1,-9
COc1ccc(S(=O)(=O)N(C)C[C@H]2Oc3c(NC(=O)C4CCCCC4)cccc3C(=O)N([C@@H](C)CO)C[C@@H]2C)cc1,-5
C[C@@H]1CN([C@H](C)CO)C(=O)Cc2cc(NS(=O)(=O)c3ccc(Cl)cc3)ccc2O[C@H]1CN(C)C(=O)Nc1ccccc1,8
Cc1cccc(NC(=O)c2ccc(OCC(=O)Nc3ccccc3)cc2)c1C,-12
Cc1ccc(-c2nnc3c4ccccc4c(C)nn23)cc1S(=O)(=O)N(C)CCO,42
Cc1ccc(S(=O)(=O)N(C)C[C@@H]2Oc3ccc(NC(=O)CCC(F)(F)F)cc3CC(=O)N([C@H](C)CO)C[C@@H]2C)cc1,7
COc1ccc(NC(=O)N(C)C[C@H]2Oc3ccc(NC(=O)CCC(F)(F)F)cc3C(=O)N([C@H](C)CO)C[C@H]2C)cc1,-5
CNC(=O)c1ccc(Oc2ccc(C(=O)NC)cc2)cc1,10
Cc1ccc(Cc2c(C)nc3c(C(=O)NC4CCCC4)cnn3c2C)cc1,42
C/C=C/[C@H](CC(=O)N1Cc2ccccc2C[C@H]1CO)[Si](C)(C)c1ccc(OC)cc1,94*
CCCOC(=O)c1cc2ccccc2oc1=O,-21
CC(C)NCC(O)c1ccc2ccccc2c1 (stereo unspecified),-1
O=C(Nc1cc(C(=O)Nc2ccccc2O)cc(C(=O)Nc2ccccc2O)c1)c1ccccc1,97*
C[C@H]1CN([C@@H](C)CO)C(=O)c2cccc(NC(=O)Nc3ccccc3)c2O[C@H]1CN(C)Cc1ccncc1,-2
C[C@@H]1CN([C@H](C)CO)C(=O)Cc2cc(NC(=O)Nc3cccc4ccccc34)ccc2O[C@H]1CN(C)S(=O)(=O)c1ccc(Cl)cc1,53
O=C(NCCN1C(=O)C2C3C=CC(C3)C2C1=O)Nc1cccnc1 (stereo unspecified),3
O=C(NCCCn1ccnc1)c1cnn2c(C(F)(F)F)cc(-c3ccccc3)nc12,u
CNC[C@@H]1Oc2c(NC(=O)Nc3ccccc3)cccc2C(=O)N([C@@H](C)CO)C[C@H]1C,-1
C[C@H]1CN([C@@H](C)CO)C(=O)c2cc(NS(=O)(=O)c3ccc(Cl)cc3)ccc2O[C@@H]1CN(C)C(=O)NC1CCCCC1,4
C[C@H]1CN([C@@H](C)CO)C(=O)Cc2cc(NC(=O)NC3CCCCC3)ccc2O[C@H]1CN(C)Cc1ccc(C(=O)Nc2ccccc2N)cc1,8
CCN1CCN(c2c(Cl)cccc2NC(=O)c2ccc(-c3ccccc3[N+](=O)[O-])o2)CC1,u

# An excerpt of these results, with tabs.
canonical_smiles	U2OS ROS induce
Cc1[nH]n(-c2ccccc2)c(=O)c1C=Nc1ccc(S(=O)(=O)N=C(N)N)cc1	-9
C[C@H]1CN([C@@H](C)CO)C(=O)Cc2cc(NC(=O)NC3CCCCC3)ccc2O[C@H]1CN(C)Cc1ccc(C(=O)Nc2ccccc2N)cc1	8

# Back to the main list; the six compounds before the break are reprinted first.
SMILES,U2OS ROS induce
O=C(NCCN1C(=O)C2C3C=CC(C3)C2C1=O)Nc1cccnc1 (stereo unspecified),3
O=C(NCCCn1ccnc1)c1cnn2c(C(F)(F)F)cc(-c3ccccc3)nc12,u
CNC[C@@H]1Oc2c(NC(=O)Nc3ccccc3)cccc2C(=O)N([C@@H](C)CO)C[C@H]1C,-1
C[C@H]1CN([C@@H](C)CO)C(=O)c2cc(NS(=O)(=O)c3ccc(Cl)cc3)ccc2O[C@@H]1CN(C)C(=O)NC1CCCCC1,4
C[C@H]1CN([C@@H](C)CO)C(=O)Cc2cc(NC(=O)NC3CCCCC3)ccc2O[C@H]1CN(C)Cc1ccc(C(=O)Nc2ccccc2N)cc1,8
CCN1CCN(c2c(Cl)cccc2NC(=O)c2ccc(-c3ccccc3[N+](=O)[O-])o2)CC1,u
COc1ccc(CCNC(=O)CC(c2ccccc2)c2cc(Br)ccc2O)cc1OC (stereo unspecified),8
CCN1CCC[C@H]1CNC(=O)c1cc(S(N)(=O)=O)ccc1OC,-8
CC(C)NC(=O)N(C)C[C@H]1Oc2c(NS(=O)(=O)c3cccs3)cccc2C(=O)N([C@H](C)CO)C[C@H]1C,-3
CN(CC(=O)Nc1ccccc1-c1ccccc1)S(=O)(=O)c1cc(Cl)ccc1Cl,-10
C[C@H]1CN([C@@H](C)CO)C(=O)c2cc(NC(=O)Nc3cccc4ccccc34)ccc2O[C@@H]1CN(C)S(=O)(=O)c1cccs1,12
COc1ccc(C(C)=O)cc1CSc1nnc(-c2ccccc2O)n1-c1ccccc1,2
C=C1C(=O)OC2C3=C(C)C(=O)CC3C(C)CC(O)C12 (stereo unspecified),72
Cc1noc(C)c1NC(=O)N(C)C[C@@H]1Oc2c(NC(=O)c3nc4ccccc4s3)cccc2C(=O)N([C@H](C)CO)C[C@@H]1C,1
CCn1cc(C(=O)O)c(=O)c2cnc(N3CCCC3)nc21,-7
C[C@@H]1CN([C@@H](C)CO)C(=O)c2cc(NC(=O)C3CCCCC3)ccc2O[C@@H]1CN(C)Cc1ccc(C(=O)O)cc1,-11
C[C@H](CO)N1C[C@H](C)[C@H](CN(C)C(=O)Nc2ccccc2)Oc2ccc(NC(=O)Nc3ccc4c(c3)OCO4)cc2CC1=O,15
C[C@H]1CN([C@@H](C)CO)C(=O)c2cccc(NS(=O)(=O)c3cn(C)cn3)c2O[C@@H]1CN(C)C(=O)Nc1cccc2ccccc12,-8
COc1ccc(C#N)cc1Br,-5
Cc1nnc(SCC(=O)c2ccc3c(c2)OCCO3)s1,-6
c1ccc(-c2nc(C34CC5CC(CC(C5)C3)C4)co2)cc1,14
C[C@H](CO)N1C[C@H](C)[C@H](CN(C)S(=O)(=O)c2cn(C)cn2)Oc2c(NC(=O)c3cnccn3)cccc2C1=O,-10
CCOC(=O)c1ccc(NC(=O)O[C@H]2[C@H](OC(=O)Nc3ccccc3)[C@@H](OC(=O)Nc3ccccc3)[C@@H](OC)O[C@@H]2CO)cc1,88*
CC(C)(C)c1ccc(S(=O)(=O)NCC(=O)Nc2ccc3c(c2)OCCO3)cc1,0
C[C@@H]1CN([C@@H](C)CO)C(=O)c2cccc(NC(=O)Nc3ccccc3)c2O[C@@H]1CN(C)Cc1ccc(-c2ccccc2)cc1,82*
NC(=S)Nc1nc2ccccc2[nH]c1=O,-10
Fc1ccc(Cn2ccnc2-c2ccc(C(F)(F)F)cc2)cc1,-4
CC(C)(C)c1nccc(-c2nn(-c3ccc(F)cc3)ccc2=O)n1,-1
CCCn1nnc(NC(=O)COc2ccccc2Cl)n1,-12
O=C(O)CCCCCCC(=O)N/N=C/c1ccccc1[N+](=O)[O-],1
